# Assay outcomes (PubChem)
# RGS4-Gao reg: human RGS4-Galphao interaction regulation; P09471; Multiplexed bead flow cytometry, RGS4-Galphao binding; actives lie on both sides; binding response (% of control), % at 10 µM; hit rate 0.33% among 220,000; in the data active = binding response below about 49% or above about 150%; inactive = in between;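 note: fluorescent Galphao activated with aluminum fluoride binding bead-coupled RGS4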
# Target sequence (P09471 whole entry, looked up): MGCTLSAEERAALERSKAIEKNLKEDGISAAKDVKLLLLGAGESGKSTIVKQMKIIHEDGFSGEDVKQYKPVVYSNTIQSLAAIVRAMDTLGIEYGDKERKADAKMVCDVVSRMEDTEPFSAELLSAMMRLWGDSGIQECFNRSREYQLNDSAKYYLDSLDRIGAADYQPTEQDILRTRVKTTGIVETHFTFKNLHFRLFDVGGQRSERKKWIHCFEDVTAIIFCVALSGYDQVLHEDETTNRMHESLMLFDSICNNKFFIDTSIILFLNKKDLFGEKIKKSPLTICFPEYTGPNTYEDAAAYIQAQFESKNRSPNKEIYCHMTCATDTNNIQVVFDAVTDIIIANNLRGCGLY
# Mcl-1 Bim block: human Bim-Mcl-1 interaction inhibition; Bead-based flow cytometry, Bim peptide-Mcl-1 binding; AID 1009; Q07820; inhibition, % at 10 µM; hit rate 0.1% among 190,000;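 note: 0% = no compound tracer wells and 100% = peptide blocker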
# RGS8-Gao: modulates binding of RGS8 to human Galphao | P09471 | multiplexed bead flow cytometry; actives lie on both sides | response (percent of control binding), % at 10 µM | hit rate 0.34% among 220,000 | AID 1423; in the data active = response below about 60% or above about 140%; inactive = in between;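 note: Galphao activated as the GDP aluminium fluoride complex binding bead-coupled RGS8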
# Bim-Bcl-XL: inhibitors of Bim-Bcl-XL interaction, human. inhibition, % at 10 µM. Q07817. hit rate 0.04% among 190,000. Bim peptide-Bcl-XL binding, bead flow cytometry, fluorescence. AID 1007
# Target sequence (Q07817 whole entry, looked up): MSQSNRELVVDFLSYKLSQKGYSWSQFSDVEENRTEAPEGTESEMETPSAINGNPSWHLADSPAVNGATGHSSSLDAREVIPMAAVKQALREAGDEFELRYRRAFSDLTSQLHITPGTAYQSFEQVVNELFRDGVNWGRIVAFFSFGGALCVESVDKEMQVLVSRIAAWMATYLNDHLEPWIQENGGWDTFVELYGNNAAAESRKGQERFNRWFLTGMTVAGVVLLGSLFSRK
# Bcl-W Bim block: human Bim-Bcl-W interaction inhibition; Q92843; bead-based flow cytometry, Bim peptide-Bcl-W binding; inhibition, % at 10 µM; hit rate 0.02% among 190,000; AID 952;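 note: 0% = bound tracer without compound and 100% = peptide blocker; higher means less fluorescent Bim peptide bound to Bcl-W beads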
# Bim-Bfl-1: human Bim-Bfl-1 interaction inhibition. hit rate 0.12% among 190,000. inhibition, % at 10 µM. Bead-based flow cytometry, Bim-Bfl-1 binding inhibition. AID 1008. Q16548;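 note: 0% = wells without compound plus tracer and 100% = blocker peptide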
# Mcl1 Bid PPI: disrupts binding of human Mcl-1 to Bid peptide; Q07820; TR-FRET Mcl-1/Bid-Dy647 peptide binding, 1536-well; inhibition, % at 21.7 µM; hit rate 0.97% among 220,000; AID 1021;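 active = compounds that cut the binding signal by more than half at the single screening dose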;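 note: His-tagged Mcl-1 with europium anti-His antibody binding Bid BH3 peptide; 0% = Mcl-1 plus peptide wells and 100% = peptide-only wells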
# Bim-Bcl-B: disrupts Bim peptide binding to human Bcl-B; bead-based flow cytometry; Q9HD36; hit rate 0.073% among 190,000; inhibition, % at 10 µM;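 note: 0% = tracer peptide without compound and 100% = reference inhibitor peptide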
# Target sequence (Q9HD36 whole entry, looked up): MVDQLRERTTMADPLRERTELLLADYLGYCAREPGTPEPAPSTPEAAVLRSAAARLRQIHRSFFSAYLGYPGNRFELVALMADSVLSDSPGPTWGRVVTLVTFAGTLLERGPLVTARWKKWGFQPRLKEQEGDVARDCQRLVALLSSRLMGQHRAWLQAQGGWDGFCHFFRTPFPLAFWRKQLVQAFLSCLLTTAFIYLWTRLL
# Mcl1-Noxa inh: Mcl-1/Noxa interaction inhibition; AID 1022; inhibition, % at 21.7 µM; TR-FRET Mcl-1/Noxa peptide binding, 2 h; Q07820; hit rate 1.5% among 220,000;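 active = compounds that cut the protein-peptide binding signal by more than 50% relative to plate controls in a single-dose test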;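 note: His-tagged Mcl-1 with rhodamine Noxa BH3 peptide and terbium anti-His antibody; 0% = Mcl-1 plus Noxa peptide wells and 100% = peptide-only wells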
# Bim-Bcl-2: human Bim-Bcl-2 interaction inhibition; P10415; Bead-based flow cytometry, Bim peptide-Bcl-2 binding; inhibition, % at 10 µM; hit rate 0.06% among 190,000; AID 950; in the data active = inhibition above about 40%; inconclusive = no clear call, values can overlap the other calls;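 note: 0% = no compound wells with probe peptide and 100% = reference peptide inhibitor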
# Target sequence (P10415 whole entry, looked up): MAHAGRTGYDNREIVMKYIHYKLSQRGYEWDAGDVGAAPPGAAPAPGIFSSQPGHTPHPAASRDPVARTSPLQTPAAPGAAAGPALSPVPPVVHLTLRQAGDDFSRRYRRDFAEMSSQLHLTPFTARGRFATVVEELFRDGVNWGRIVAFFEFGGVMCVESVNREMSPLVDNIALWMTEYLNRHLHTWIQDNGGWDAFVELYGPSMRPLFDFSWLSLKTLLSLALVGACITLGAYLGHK
# RGS7-Gao reg: modulates binding of RGS7 to human Galphao; binding response (% of control), % at 10 µM; P09471; hit rate 0.35% among 220,000; AID 1439; Multiplexed bead flow cytometry; actives lie on both sides; in the data active = binding response below about 49% or above about 150%; inconclusive = no clear call, values can overlap the other calls; inactive = in between;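 note: fluorescent Galphao held in activated GDP-AlF4 state binding bead-coupled RGS7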
# * marks the source's active call; other numbers are inactive results; ? = inconclusive; / = not tested or not shown. Cut-off read from the data, not from the text of the source, unless noted: active = inhibition above about 40%.
SMILES,RGS4-Gao reg,Mcl-1 Bim block,RGS8-Gao,Bim-Bcl-XL,Bcl-W Bim block,Bim-Bfl-1,Mcl1 Bid PPI,Bim-Bcl-B,Mcl1-Noxa inh,Bim-Bcl-2,RGS7-Gao reg
CCOC(=O)CSc1nc(N2CCOCC2)c2c(c1C#N)CC(C)(C)N(C)C2,99.6,4.0,99.7,-2.0,0.0,-17.0,-15.7,-3.0,-3.3,-9.0,97.9
CC(C)C(NS(=O)(=O)c1cccc2nsnc12)C(=O)NCc1ccco1 (configuration not stated),97.4,/,95.8,/,/,/,-18.6,/,1.3,/,?
O=C(CCNS(=O)(=O)c1ccc(Br)s1)NCc1ccc(F)cc1,101.0,-6.0,101.9,-2.0,0.0,-1.0,-14.6,-2.0,-0.5,-4.0,99.5
COc1cc([C@@H]2c3cc4c(cc3[C@@H](O)[C@H]3COC(=O)[C@H]23)OCO4)cc(OC)c1O[Si](C)(C)C(C)(C)C,91.2,/,100.3,/,/,/,-26.1,/,-3.4,/,?
CCOc1ccc(NC(=O)C2CCC(CNc3c(N4CCCCC4)c(=O)c3=O)CC2)cc1 (configuration not stated),134.9,/,130.2,/,/,/,-26.7,/,-5.7,/,?
CCC(C)c1ccc(NC(=S)NCc2ccccn2)cc1 (configuration not stated),99.1,0.0,97.1,-10.0,-5.0,0.0,-44.5,-19.0,-4.1,-1.0,106.8
COC(=O)c1cc(Cl)c(NC(=O)c2cc3ccccc3o2)cc1OC,87.5,0.0,101.2,-6.0,-2.0,0.0,-8.6,0.0,5.4,1.0,90.4
NNC(=O)c1[nH]c2ccc(Br)cc2c1-c1ccccc1,58.9,/,81.0,/,/,/,-15.9,/,10.7,/,?
CNC(=O)CN1C(=O)CSc2ncccc21,101.3,1.0,101.9,-4.0,1.0,-7.0,-18.3,-3.0,14.8,-5.0,102.9
COc1ccccc1NS(=O)(=O)c1cc(NC(=O)c2sccc2C)ccc1N1CCOCC1,93.4,/,94.4,/,/,/,-16.4,/,3.6,/,?

# Of the compounds above, 3 contain a halogen:
SMILES,RGS4-Gao reg,Mcl-1 Bim block,RGS8-Gao,Bim-Bcl-XL,Bcl-W Bim block,Bim-Bfl-1,Mcl1 Bid PPI,Bim-Bcl-B,Mcl1-Noxa inh,Bim-Bcl-2,RGS7-Gao reg
O=C(CCNS(=O)(=O)c1ccc(Br)s1)NCc1ccc(F)cc1,101.0,-6.0,101.9,-2.0,0.0,-1.0,-14.6,-2.0,-0.5,-4.0,99.5
COC(=O)c1cc(Cl)c(NC(=O)c2cc3ccccc3o2)cc1OC,87.5,0.0,101.2,-6.0,-2.0,0.0,-8.6,0.0,5.4,1.0,90.4
NNC(=O)c1[nH]c2ccc(Br)cc2c1-c1ccccc1,58.9,/,81.0,/,/,/,-15.9,/,10.7,/,?

# New compounds follow.
SMILES,RGS4-Gao reg,Mcl-1 Bim block,RGS8-Gao,Bim-Bcl-XL,Bcl-W Bim block,Bim-Bfl-1,Mcl1 Bid PPI,Bim-Bcl-B,Mcl1-Noxa inh,Bim-Bcl-2,RGS7-Gao reg
COCCCNC(=O)Cn1nnc(-c2ccc(NC(=O)c3ccc(F)cc3)cc2)n1,101.7,-4.0,98.6,-10.0,-1.0,-15.0,2.8,-9.0,-53.6,-11.0,99.8
COC(=O)c1ccc(CSc2nc3ccccc3c(=O)n2-c2ccccc2)o1,102.8,0.0,100.5,-1.0,0.0,-9.0,-42.7,-7.0,-44.2,-5.0,101.8
CCCCCC[N+](C)(C)CCSSCC[N+](C)(C)CCCCCC,92.1,/,80.7,/,/,/,-132.6,/,-13.8,/,?
COCc1cc(C)nc(SCC(=O)c2ccc(O)c(O)c2)c1C#N,94.4,1.0,98.1,0.0,0.0,-2.0,-23.6,3.0,-4.7,0.0,93.7
CCNc1c(N)c(=O)oc2ccccc12,80.6,-3.0,74.6,2.0,1.0,0.0,-48.5,3.0,12.9,0.0,83.2
O=C(N/N=C/c1ccccc1O)C1SCCCS1,91.0,-1.0,92.3,-2.0,0.0,-4.0,-33.5,-4.0,-5.8,0.0,87.2
Cc1c(C(=O)O)cccc1-c1ccc(C=O)o1,100.4,-4.0,102.3,-7.0,-3.0,-12.0,-12.3,-7.0,18.9,-5.0,99.3
C[C@@H]1C[C@@H]2OC(=O)[C@]3(C)[C@H]2[C@@H](OC3(C)O)[C@]2(C)C(=O)C=C[C@H]12 (some centres not stated),98.6,/,102.3,/,/,/,-42.0,/,16.3,/,?
NS(=O)(=O)c1ccc(CCNC(=O)CN2CCCCCC2)cc1,98.8,-4.0,100.3,-4.0,-3.0,-5.0,-9.9,-2.0,1.3,-2.0,91.6
N#Cc1c(F)cccc1N1CCOCC1,99.8,2.0,94.8,0.0,3.0,1.0,/,0.0,/,0.0,100.1
C/C(N)=C(/C#N)C(=O)CSc1nnc(Nc2ccccc2)s1,99.5,0.0,102.9,-3.0,0.0,-1.0,6.8,-6.0,16.5,-1.0,102.5
COC(=O)c1nc(NC(=O)c2ccc(Br)cc2)n[nH]1,101.0,-3.0,98.7,-2.0,0.0,4.0,4.6,-4.0,4.2,0.0,103.3
O=S(=O)(c1ccc(C2CCCCC2)cc1)N1CCN(c2ncccn2)CC1,105.1,-5.0,107.7,0.0,-1.0,0.0,0.6,-2.0,-18.5,-4.0,106.9
CC1CCC2C(=O)N(c3ccc(NC4CCN(Cc5ccccc5)CC4)c([N+](=O)[O-])c3)C(=O)C2C1 (configuration not stated),100.7,0.0,97.6,0.0,-2.0,-4.0,-11.7,-2.0,-0.1,-3.0,99.1
COc1cc(NC(=O)CSc2nc3ccccc3n2-c2ccccc2)c(C)cc1[N+](=O)[O-],101.9,-3.0,104.4,-8.0,-4.0,-2.0,-0.9,-9.0,-1.3,-2.0,103.0
CCOC(=O)c1cn[nH]c1N,100.1,-4.0,100.8,-5.0,-3.0,-16.0,-23.9,-8.0,-3.3,-7.0,101.5
COCCN=c1scc(-c2cccs2)n1/N=C(\C)c1ccco1,100.1,-1.0,97.7,0.0,2.0,0.0,-37.1,-5.0,13.4,0.0,102.5
CCN(CC)S(=O)(=O)c1cc(OC)c(Cl)cc1Cl,99.8,4.0,100.9,-1.0,1.0,-11.0,-17.8,-6.0,2.2,-2.0,94.4
CCOC(=O)N1CCN(C(=O)c2cc3cc(Br)ccc3oc2=O)CC1,101.2,-3.0,101.6,-8.0,-4.0,-7.0,19.6,-9.0,-127.5,-10.0,101.3
COc1ccc(-c2[nH]ncc2CN(C)CCc2c(C)n[nH]c2C)c(F)c1,104.9,-3.0,102.5,0.0,2.0,0.0,-69.7,-2.0,7.3,0.0,92.7
CC1CCN(CCC(=O)Nc2ccccc2)CC1,103.6,0.0,105.9,-5.0,-2.0,-8.0,-21.5,-7.0,1.7,0.0,104.0
Cc1ccc(S(=O)(=O)N2CCN(CC(=O)N(CC(C)C)c3c(N)n(CC(C)C)c(=O)[nH]c3=O)CC2)c(C)c1,101.5,-3.0,104.0,-8.0,-8.0,-11.0,-10.8,-12.0,2.2,-12.0,104.3
CCCN1C2CCCC1CC(NC(=O)c1ccccc1)C2 (configuration not stated),102.0,0.0,101.8,-1.0,0.0,-10.0,-7.0,-3.0,-11.5,-6.0,104.7
CN(C)c1ccc(/C=C2\SC(=O)N(CCc3nnc(N)s3)C2=O)cc1,89.6,/,105.9,/,/,/,-108.8,/,67.2*,/,?
COc1cc2ccccc2cc1C(=O)NC(=S)Nc1cccc(C(=O)O)c1C,93.9,/,99.0,/,/,/,-23.1,/,7.5,/,?
CC(=O)N1CCCc2cc(S(=O)(=O)Nc3ccc(C)cc3C)ccc21,103.8,-1.0,104.0,-3.0,0.0,-2.0,-8.7,-3.0,5.3,0.0,105.4
N#Cc1cnn2c3c(cnc12)C(=O)N1CCc2ccccc2C1C3 (configuration not stated),102.1,-1.0,106.3,-2.0,0.0,-4.0,-25.0,-1.0,-2.8,-2.0,100.5
COC(=O)c1cccc(N(C(=O)c2cnccn2)C(C(=O)NCc2ccccc2)c2ccco2)c1 (configuration not stated),100.0,0.0,102.2,-7.0,2.0,-15.0,-10.2,-6.0,27.6,-5.0,101.3
O=C(O)C1CC=CCC1C(=O)NNc1c(Cl)cc(Cl)cc1Cl (configuration not stated),101.2,-6.0,102.2,2.0,0.0,-5.0,-7.2,0.0,12.9,0.0,102.5
COCc1cc(=O)[nH]c(SC)n1,97.9,/,96.4,/,/,/,-4.8,/,7.4,/,?
Cc1ccc(-n2c(SCC(=O)N/N=C/C=C/c3ccccc3[N+](=O)[O-])nc3ccccc3c2=O)cc1,104.7,-3.0,103.3,-5.0,-2.0,-1.0,-3.8,-4.0,18.1,-2.0,106.9
Cc1ccc(N(C(C)C(=O)O)S(=O)(=O)c2cccnc2)cc1 (configuration not stated),100.2,-1.0,102.8,-5.0,1.0,-11.0,-2.7,-6.0,14.2,-11.0,102.7
Nc1nc(-c2cccc(F)c2)cs1,103.7,-6.0,105.5,-3.0,-2.0,-1.0,-48.9,-17.0,-4.6,-2.0,106.9
O=C(O)CCCNC(=O)c1cncc(Br)c1,100.3,0.0,103.2,0.0,3.0,0.0,-11.6,1.0,5.2,0.0,100.0
Cc1ccsc1-c1n[nH]c(=S)n1C1CCCCC1,102.4,-8.0,98.4,-3.0,0.0,7.0,-60.1,-24.0,36.6,5.0,103.9
Cc1c(C(=O)N(Cc2cccs2)C2CCS(=O)(=O)C2)oc2ccccc12 (configuration not stated),110.0,-1.0,110.0,-4.0,-1.0,-2.0,-2.0,-2.0,0.0,-3.0,98.4
Cc1ccc(S(=O)(=O)Nc2cccc(/C=C/C(=O)O)c2)cc1,101.8,0.0,105.5,-3.0,-1.0,0.0,20.8,-1.0,8.4,0.0,103.4
Cc1cc(=O)oc2cc(OCC(=O)OCC(=O)NC(=O)NC(C)C)ccc12,99.6,1.0,101.0,0.0,3.0,0.0,6.3,-1.0,5.9,0.0,101.9
Cc1ccc(NC(=O)Nc2nnc(CSCCOc3ccc(Cl)cc3)s2)cc1,105.2,0.0,101.8,-2.0,0.0,-4.0,-13.3,-3.0,14.4,-1.0,103.5
Cc1ccc2c(Cl)c(C(=O)NCCc3ccccc3)sc2c1,95.4,14.0,92.9,19.0,12.0,26.0,-18.7,15.0,9.7,19.0,96.0
CCOC(=O)C(=CNCC(=O)OC)C(=O)OCC,97.2,0.0,99.6,-13.0,0.0,-12.0,-4.0,-6.0,-3.2,-8.0,101.1
CCOc1cc(/C=C2/NC(=O)N(CC(=O)OC)C2=O)ccc1OC,101.8,-1.0,100.0,-1.0,-2.0,-2.0,-24.1,-3.0,-10.4,0.0,100.4
CCOc1cccc(OCCCCN2CCOCC2)c1,100.3,-1.0,101.0,-1.0,0.0,-5.0,48.4,-2.0,10.2,-5.0,100.7
CCN(CC)S(=O)(=O)c1cc(C(=O)N(C)CC(=O)Nc2ccc(Cl)cc2)ccc1Cl,101.0,-22.0,100.7,-15.0,-10.0,-2.0,-14.7,-10.0,5.1,-3.0,99.2
CCN=C1Sc2nc3ccc(OCC)cc3cc2CN1CCOC,99.8,-2.0,100.0,-5.0,-3.0,0.0,-62.4,-4.0,-6.0,3.0,100.6

# Compounds were not picked by outcome, and some 2.7% of all compounds hit somewhere here.
